High-throughput results: PubChem, several laboratories
NR2E3 ag-1: agonists of human nuclear receptor NR2E3 | Q9Y5X4 | GST-NR2E3/biotin-RetCOR TR-FRET, 1536-well | inhibition of corepressor binding, % at 4.78 µM | 0.12% of 320,000 active | AID 2300;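 active = percent inhibition above the cutoff of mean plus 3 SD of all tested compounds, set per screening campaign, cut at about 20% in these data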;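 note: 0% = DMSO wells and 100% = biotin wells as full block of FRET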
Target sequence (Q9Y5X4 whole entry, looked up): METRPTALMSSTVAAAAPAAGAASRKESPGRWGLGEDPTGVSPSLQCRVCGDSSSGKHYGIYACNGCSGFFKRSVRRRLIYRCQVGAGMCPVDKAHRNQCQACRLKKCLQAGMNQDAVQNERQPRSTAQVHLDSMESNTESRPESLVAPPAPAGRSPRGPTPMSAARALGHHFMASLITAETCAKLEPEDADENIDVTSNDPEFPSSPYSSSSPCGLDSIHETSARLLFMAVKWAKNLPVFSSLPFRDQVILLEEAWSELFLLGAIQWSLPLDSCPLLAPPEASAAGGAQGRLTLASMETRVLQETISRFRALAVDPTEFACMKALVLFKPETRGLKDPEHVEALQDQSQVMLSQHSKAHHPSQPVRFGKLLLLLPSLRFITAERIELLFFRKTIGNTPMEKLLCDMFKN
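Test system – NR2E3–RetCOR corepressor complex · Quantity – NR2E3 fusion 1.35 nM · Buffer or medium – Tris pH 7.5 · Incubation – Compound–protein incubation for 5 h at 4 °C · Technique – TR-FRET, Eu(K)-anti-GST donor, streptavidin-D2 acceptor, ex 340, em 617/671 nm · Evaluation – percent inhibition of 671/617 nm emission ratio versus biotin and DMSO controls · Plate – 1536-well format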
iPSC survival up: increases survival of single human iPS cells; hiPSC single-cell survival, ATPlite luminescence; 100% = ROCK inhibitor wells, 0% = DMSO; survival enhancement, % at 20 µM; 0.044% of 360,000 active; AID 602274; in the data active = survival enhancement above about 18%;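 note: cells exposed to compounds for 16 hours before the ATP read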
TWEAK-Fn14 inh: blocks TWEAK-Fn14 interaction in a reporter cell assay | TWEAK-stimulated Fn14 reporter cells, luciferase luminescence, 8 h | 2% of 360,000 active | inhibition, % at 10 µM | AID 1159606; in the data active = inhibition above about 50%
CF NFkB block: inhibitors of cystic fibrosis induced NF-kB | KKLEB NF-kB-GFP reporter, PAF-induced, GFP fluorescence overnight | inhibition, % at 5 µM | 0.86% of 360,000 active | AID 588850;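 active = at least 50% inhibition at 5 µM, scaled per plate between neutral and stimulator controls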;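 note: PAF is a Pseudomonas aeruginosa culture filtrate used as stimulus; plate controls were PAF-stimulated DMSO wells for no effect and unstimulated DMSO wells for full effect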
KKLEB tox: reduces viability of KKLEB cystic fibrosis airway cells; 0.36% of 360,000 active; KKLEB CF airway cells viability, ATPlite luminescence, overnight; hits give low values; cells stimulated with P. aeruginosa culture filtrate; activity change (cytotoxicity), % at 5 µM; AID 602141;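 active = corrected activity change at or below -50% at 5 µM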
Shn3 inh set2: reduces Shn3 3'UTR luciferase signal in osteoblasts | inhibition, % at 12.5 µM | Clone20 osteoblast Shn3 3'UTR firefly luciferase, 24 h | 0.52% of 360,000 active;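 active = mean inhibition of at least 75% with every replicate also reaching 75%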;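 note: 0% = median of neutral control wells and 100% = pilot-screen positive control compound; some compounds past the cut are filed as inactive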
aDG glyco up: increases alpha dystroglycan glycosylation; Pro5-aDG cells, alpha-DG glycosylation AlphaScreen (IIH6); 0% Pro5, 100% B10-LARGE cell signal; activation, % at 10 µM; 0.22% of 360,000 active;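 active = activation of at least 8% versus controls, or a plate z-score of at least 8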;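 note: Pro5 are CHO cells carrying HIG-tagged alpha-DG that lacks glycosylation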
HIF-2a inh: blocks HIF-2a reporter activity. 786-0 RCC cells HIF-2a reporter, luciferase luminescence, overnight. inhibition, % at 18.8 µM. 0.72% of 360,000 active;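 active = inhibition of the luminescence signal of 40% or more relative to plate controls, in a single-dose primary screen at 18.75 µM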
NR2E3 ag-2: agonists of human NR2E3 nuclear receptor | Q9Y5X4 | CHO-S Gal4-NCOR/VP16-NR2E3 two-hybrid, luciferase | inhibition of corepressor binding, % at 3.98 µM | 0.35% of 360,000 active | AID 602229;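 active = inhibition above the mean of all tested compounds plus 3 SD, cut at about 70% in these data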;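 note: 0% = DMSO with NR2E3 transfected cells and 100% = cells lacking NR2E3 construct; higher means lower luciferase signal from less NR2E3 corepressor binding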
MITF TRPM1 inh: MITF TRPM1 promoter inhibition in SK-MEL-5 cells | AID 488899 | 0.83% of 330,000 active | SK-MEL-5 TRPM1 promoter luciferase, 24 h | inhibition, % at 12.5 µM;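 active = mean inhibition across replicates of 60% or more, whatever share of single replicates reaches that level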; note: values of inactives mirror those of a sister screen read the other way
Peg3 prom inh: Peg3 promoter activity inhibition; 1.7% of 360,000 active; inhibition, % at 20 µM; HeLa PEG-Prom luciferase reporter, luminescence, overnight;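 active = inhibition of at least 50% at 20 µM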
Numbers without * were called inactive; . = no result given.

cpd	molecule	NR2E3 ag-1	iPSC survival up	TWEAK-Fn14 inh	CF NFkB block	KKLEB tox	Shn3 inh set2	aDG glyco up	HIF-2a inh	NR2E3 ag-2	MITF TRPM1 inh	Peg3 prom inh
1	Cn1c(CN2CCCCC2)nc2cc(NC(=O)c3ccc(Cl)cc3)ccc21	-1	-0.2	25	4	-8	8	0.6	-59	-6	5	-40
2	CCN(CC(=O)Nc1c(F)cccc1F)C(=O)c1ccc(Cl)c(S(=O)(=O)N2CCCC2)c1	0	2.3	6	-5	6	-5	-0.1	8	-21	0	5
3	O=C(CSc1ncnc2sc3c(c12)CCC3)Nc1ccccc1C(=O)O	3	0.4	-2	11	-22	-14	0.7	12	-14	5	8
4	Cc1c(N/C=C/C(=O)c2cccs2)c(=O)n(-c2ccccc2)n1C	0	-0.9	-35	9	1	-2	0.2	-34	-24	-8	-25
5	COc1cccc(NC(=S)NNC(=O)c2c([N+](=O)[O-])c(C)nn2C)c1	5	-2.2	13	5	-1	12	0.2	-22	-11	-5	-1
6	CCc1ccc(C(=O)CN2C(=O)NC3(CCCCCC3)C2=O)cc1	.	0.0	-36	-5	10	-53	2.5	-165	-72	-73	-183
7	CCOC(=O)C1(Cc2cccc(F)c2)CCN(Cc2ccon2)CC1	3	-0.4	1	4	-19	-1	-0.1	20	-12	-11	2
8	Cc1cc(C(=O)NCC(c2ccco2)N(C)C)ccc1[N+](=O)[O-] (stereo not given)	1	-0.5	3	4	-5	9	0.0	-6	-21	-8	-18
9	COc1ccc(-c2cnc[nH]2)cc1	-2	0.3	-12	8	-7	-31	-0.1	-21	-9	-9	-20
10	N#Cc1ccc(NC(=S)N2CCC3CC2c2cc(-c4ccc5c(c4)OCO5)ccc23)cc1 (stereo not given)	.	-0.5	30	5	-2	32	0.2	-2	-33	.	15
11	Cc1ccc(NC2Sc3ccccc3NC2=O)cc1Cl (stereo not given)	0	-0.7	14	-12	8	-50	-0.3	-243	-42	-2	-119
12	Cc1ccc(-n2nc3c(c2NC(=O)c2ccc4c(c2)OCO4)CSC3)c(C)c1	1	-0.4	-21	-3	-5	1	0.0	-9	-13	-10	3
13	CS(=O)(=O)c1ccc2nc(NC(=O)CCNC(=O)c3ccc([N+](=O)[O-])cc3)sc2c1	.	-0.2	7	24	-10	-10	0.1	-63	-6	4	-57
14	O=C(O)c1ccccc1NSc1ccccc1[N+](=O)[O-]	2	-0.4	-14	2	-10	-12	0.0	15	-13	6	10
15	CCC(C)C(NC(=O)C(N)CC(C)C)C(=O)NC(CCC(=O)OCc1ccccc1)C(N)=O (stereo not given)	8	0.2	0	2	7	-21	-0.1	8	19	7	12
16	COc1ccccc1C1C=C(c2ccc(Cl)cc2)Nc2nc(N3C(=O)CCC3=O)nn21 (stereo not given)	6	-1.5	12	8	-1	9	-0.1	19	11	3	-3
17	Cc1ccc(NC(=O)CCNC(=O)c2ccc(Br)cc2)cc1S(=O)(=O)N1CCCCCC1	-3	1.1	8	16	-20	13	0.0	8	13	13	13
18	COC(=O)[C@@]12CCCCN1[C@H](c1ccc(-c3ccc(C(C)=O)cc3)cc1)[C@H]1C(=O)N(C)C(=O)[C@H]12	3	0.3	23	-25	27	13	0.4	15	-19	0	37
19	O=C(OCC(=O)N1CCN(C(=O)c2ccco2)CC1)c1cc(-c2ccc(F)cc2)nc2ccccc12	3	-1.5	52*	-17	2	-6	-0.3	-15	-24	2	1
20	CC(C)C(NC(=O)c1ccc(Cl)cc1)C(=O)NC1=NCCS1 (stereo not given)	1	1.4	-3	10	0	17	-0.4	15	2	3	0

Part of the list above in another layout.
(1) Cn1c(CN2CCCCC2)nc2cc(NC(=O)c3ccc(Cl)cc3)ccc21
(2) CCN(CC(=O)Nc1c(F)cccc1F)C(=O)c1ccc(Cl)c(S(=O)(=O)N2CCCC2)c1
(3) O=C(CSc1ncnc2sc3c(c12)CCC3)Nc1ccccc1C(=O)O
(4) Cc1c(N/C=C/C(=O)c2cccs2)c(=O)n(-c2ccccc2)n1C
(5) COc1cccc(NC(=S)NNC(=O)c2c([N+](=O)[O-])c(C)nn2C)c1
(6) CCc1ccc(C(=O)CN2C(=O)NC3(CCCCCC3)C2=O)cc1
(7) CCOC(=O)C1(Cc2cccc(F)c2)CCN(Cc2ccon2)CC1
(8) Cc1cc(C(=O)NCC(c2ccco2)N(C)C)ccc1[N+](=O)[O-] (stereo not given)
(9) COc1ccc(-c2cnc[nH]2)cc1
(10) N#Cc1ccc(NC(=S)N2CCC3CC2c2cc(-c4ccc5c(c4)OCO5)ccc23)cc1 (stereo not given)

assay / compound | 1 | 2 | 3 | 4 | 5 | 6 | 7 | 8 | 9 | 10
NR2E3 ag-1 | -1 | 0 | 3 | 0 | 5 | . | 3 | 1 | -2 | .
iPSC survival up | -0.2 | 2.3 | 0.4 | -0.9 | -2.2 | 0.0 | -0.4 | -0.5 | 0.3 | -0.5
TWEAK-Fn14 inh | 25 | 6 | -2 | -35 | 13 | -36 | 1 | 3 | -12 | 30
CF NFkB block | 4 | -5 | 11 | 9 | 5 | -5 | 4 | 4 | 8 | 5
KKLEB tox | -8 | 6 | -22 | 1 | -1 | 10 | -19 | -5 | -7 | -2
Shn3 inh set2 | 8 | -5 | -14 | -2 | 12 | -53 | -1 | 9 | -31 | 32
aDG glyco up | 0.6 | -0.1 | 0.7 | 0.2 | 0.2 | 2.5 | -0.1 | 0.0 | -0.1 | 0.2
HIF-2a inh | -59 | 8 | 12 | -34 | -22 | -165 | 20 | -6 | -21 | -2
NR2E3 ag-2 | -6 | -21 | -14 | -24 | -11 | -72 | -12 | -21 | -9 | -33
MITF TRPM1 inh | 5 | 0 | 5 | -8 | -5 | -73 | -11 | -8 | -9 | .
Peg3 prom inh | -40 | 5 | 8 | -25 | -1 | -183 | 2 | -18 | -20 | 15

(11) Cc1ccc(NC2Sc3ccccc3NC2=O)cc1Cl (stereo not given)

assay / compound | 11
NR2E3 ag-1 | 0
iPSC survival up | -0.7
TWEAK-Fn14 inh | 14
CF NFkB block | -12
KKLEB tox | 8
Shn3 inh set2 | -50
aDG glyco up | -0.3
HIF-2a inh | -243
NR2E3 ag-2 | -42
MITF TRPM1 inh | -2
Peg3 prom inh | -119

(listing goes on)
cpd	molecule	NR2E3 ag-1	iPSC survival up	TWEAK-Fn14 inh	CF NFkB block	KKLEB tox	Shn3 inh set2	aDG glyco up	HIF-2a inh	NR2E3 ag-2	MITF TRPM1 inh	Peg3 prom inh
21	CN(C)C(=O)c1ccccc1Sc1ccc(Cl)cc1Cl	2	0.8	-17	-3	4	-19	-0.1	1	12	-5	-11
22	COC(=O)C(NC(=O)C(C)Oc1ccccc1)C(C)C (stereo not given)	-4	-0.9	17	12	-10	-6	-0.2	-1	1	-12	16
23	O=[N+]([O-])c1ccc(-c2nnc3cccc(Cl)n23)cc1	-3	1.0	-20	-18	3	-5	0.2	-64	-10	7	-25
24	COC(=O)Oc1c(Br)c(=O)oc2ccccc12	0	-3.4	9	4	8	11	0.1	20	-27	11	10
25	Cc1ccc(O)c(NC(=O)c2ccco2)c1	-1	2.1	-41	-4	8	-58	0.8	-135	-49	-16	-115
26	CC(=O)NC(c1ccco1)c1cc(Cl)c2ccccc2c1O (stereo not given)	1	6.5	20	-22	-4	-14	0.3	-7	-6	17	-2
27	Nc1cccc(NC(=O)c2cccs2)c1	-4	-0.6	-10	-14	12	-37	-0.3	-65	-27	7	-36
28	CC/C(=N/NC(=O)c1ccc(Br)cc1)c1ccc(OCCN2CCOCC2)cc1	-2	0.5	9	2	4	0	-0.2	-31	-14	9	-5
29	CSc1ccc(CNCc2ccc3c(c2)OCO3)cc1	-2	0.4	-6	-18	3	3	0.0	-2	-21	2	-13
30	C(=N\Nc1nc(-c2cccnc2)nc2ccccc12)/c1ccccc1	1	0.1	15	-22	0	4	-0.1	-155	-8	.	-87
31	COc1ccccc1CNC(=O)CN(C)CC(=O)Nc1cccc(F)c1	6	0.8	5	11	-7	0	0.9	-7	-24	8	-1
32	COc1cccc(N2C(=NC(=O)c3ccccc3)SC3CS(=O)(=O)CC32)c1 (stereo not given)	3	-0.6	-4	6	2	11	0.1	11	-27	3	26
33	Cn1c(SCC(=O)NCC2CCCO2)nc2c(c1=O)SCC2 (stereo not given)	0	0.5	-6	0	1	6	0.0	-1	-4	3	16
34	CCN1CCN(C(=O)c2cc3c(=O)n4ccccc4nc3s2)CC1	2	-0.3	2	1	5	14	-0.2	-31	-32	5	-17
35	CCCNC(=O)CC1C(=O)N(Cc2ccccc2)C(C)c2nc3ccccc3n21 (stereo not given)	2	5.0	4	-8	-3	3	0.1	5	-11	-9	12
36	CCN(CC)C(=O)Cn1cnc2ccccc2c1=O	4	-3.5	3	-14	-12	2	-0.2	7	-25	5	13
37	CC(C)N1CCc2c(sc(NC(=O)c3ccc(S(=O)(=O)N4CCOCC4)cc3)c2C#N)C1	-1	-1.2	-7	0	-19	8	0.6	5	-13	-21	-3
38	Cc1cc2occ(CC(=O)N(C)CC(=O)Nc3cccc(F)c3)c2cc1C	2	-0.1	-20	16	2	2	0.1	9	18	-17	21
39	O=C(C1CCN(C2CC(=O)N(Cc3ccccc3)C2=O)CC1)N1CCCCCC1 (stereo not given)	0	0.6	7	-2	0	-32	-0.2	-3	-12	-3	7
40	COC(=O)c1ccc(Cn2c(C)c(C(=O)NCc3cccc([N+](=O)[O-])c3)sc2=O)o1	.	0.5	-2	-11	4	-20	0.1	-2	-26	.	-3
41	Cc1ccc(C(=O)Nc2ccc(N3CCN(C(=O)c4cccs4)CC3)cc2)c(Cl)c1	2	0.1	-9	22	-1	10	0.1	-15	-4	1	20
42	COc1ccc(NC(=O)CCCCCn2nnc3ccccc3c2=O)cc1	.	-0.4	13	-7	0	-31	0.0	1	12	-7	23
43	Cc1ccc(C)c(N2CCN(S(=O)(=O)c3c(C)noc3C)CC2)c1	-2	-0.4	-12	2	-2	14	-0.1	20	-31	3	9
44	CCOC(=O)c1ccc(Nc2nc(C)cc(C)n2)cc1	.	-0.2	8	-7	-10	-52	0.1	-50	-31	-46	-90
45	CC1=NN(C(N)=S)C(=O)C1N=Nc1cccc([N+](=O)[O-])c1 (stereo not given)	-1	-0.3	-6	-16	-1	-16	-0.1	-119	3	-15	-178
46	O=C(Nc1nc(-c2ccccc2)ns1)c1cccs1	-1	0.9	-13	-10	6	-31	-0.3	-298	-66	-49	-165
47	CC(=O)N(Cc1cc2c(C)cc(C)cc2[nH]c1=O)C1CCCCC1	4	0.6	-22	7	1	0	0.2	6	-9	7	16
48	COc1ccccc1NC(=O)CSc1n[nH]c(-c2cccnc2)n1	3	-0.5	-4	-1	6	-55	0.0	3	-30	-9	-13
49	O=C(NC(=O)c1ccc(Cl)cc1)Nc1cc(N2CCCCC2)ncn1	-1	-0.9	-19	-1	2	-6	-0.3	-13	-1	-12	2
50	COc1ccc(NC(=O)CSc2nnc(Cn3cnc([N+](=O)[O-])n3)n2C)cc1	-2	-0.4	3	6	16	-32	-0.1	16	-6	-3	6
